OX1R antag-1 = blocks the human orexin 1 receptor; O43613; OX1R-expressing cells, FRET antagonist read-out; inhibition, % at 6.6 µM; 1.8% of 330,000 active; AID 485270; in the data active means inhibition mostly above about 38%, no sharp cut-off; inactive means mostly below about 40%;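 further: 0% = agonist challenge alone and 100% = reference antagonist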
Target sequence (O43613 whole entry, looked up): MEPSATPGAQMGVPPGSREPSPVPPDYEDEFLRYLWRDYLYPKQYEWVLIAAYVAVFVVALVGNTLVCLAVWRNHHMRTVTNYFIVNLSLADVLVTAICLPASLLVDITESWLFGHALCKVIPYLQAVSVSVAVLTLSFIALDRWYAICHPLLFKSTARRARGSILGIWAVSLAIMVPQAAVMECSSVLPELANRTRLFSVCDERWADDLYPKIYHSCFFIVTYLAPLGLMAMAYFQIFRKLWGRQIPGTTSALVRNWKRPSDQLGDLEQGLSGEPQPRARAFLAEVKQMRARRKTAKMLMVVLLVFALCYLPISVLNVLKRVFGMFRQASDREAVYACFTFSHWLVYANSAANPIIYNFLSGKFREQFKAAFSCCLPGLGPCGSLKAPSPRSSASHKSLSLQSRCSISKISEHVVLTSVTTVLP
OX1R antag-2 = antagonists of human orexin 1 receptor. O43613. CHO/OX1R cells, Fluo-8 calcium fluorescence, orexin A. inhibition, % at 5 µM. 0.43% of 330,000 active. AID 434989;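 active means inhibition above its plate's threshold, mean inhibition of all tested compounds on the plate plus 3 SD, cut at about 37% in these data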;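 further: 0% = orexin A challenge wells and 100% = SB-334867-A antagonist wells; not every result past the cut was called active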
* marks the source's active call; other numbers are inactive results.

SMILES	OX1R antag-1	OX1R antag-2
COc1ccccc1CNC(=O)c1cc(-c2ccccc2C)nn1CC1CC(c2cccnc2)=NO1 (centres undefined)	5	-3
CCc1ccccc1S(=O)(=O)Cc1ccc(C(=O)NCCc2ccccc2)o1	32	0
COc1ccccc1NC(=O)Cn1ncc2c1-c1ccccc1OC2	24	-12
COc1ccc(N2CCN(C(=O)Nc3ccccc3Cl)CC2)cc1	29	-23
O=C(Cn1nc(-c2ccccc2)ccc1=O)NCCN1CCN(Cc2ccccc2)CC1	12	0
O=C(c1cc(COc2ccc(F)cc2F)on1)N1CCSCC1	5	-5
CC(C)Cn1c(SCC(=O)O)nnc1-c1cccc(S(=O)(=O)N2CCOCC2)c1	4	-11
CC(C)NC(=O)C(c1ccc(F)cc1)N(C(=O)CCC(=O)Nc1ccccn1)C1CCCCC1 (centres undefined)	4	-26
O=C(COC(=O)c1cccc(F)c1)Nc1ccc2c(c1)OCCO2	-4	3
COC(=O)[C@H](CC(C)C)NS(=O)(=O)N(Cc1ccccc1)[C@@H](CC(C)C)C(=O)OC	48*	49
COc1ccc(N2CCN(S(=O)(=O)c3cc(Br)cnc3N)CC2)cc1	11	-12
Cc1cc(C)n(C(=O)c2ccncc2)n1	3	-8
O=C(Cn1ccc2ccccc2c1=O)NCCC(=O)Nc1cccc(Cl)c1	7	-12
Cc1cccc(NC(=O)C2CCN(S(=O)(=O)c3ccc4ccccc4c3)CC2)n1	7	6
CCOC(=O)C1=CN(Cc2cccc(Br)c2)S(=O)(=O)N(CC)C1C (centres undefined)	19	8
COc1cc(/C=C/c2nc(-c3ccccc3O)n[nH]2)cc(OC)c1OC	56	-6
CCCc1n[nH]c2c1/C(=N/O)CC(c1ccccc1)C2 (centres undefined)	20	-23
FC(F)(F)c1nnc2ccc(N3CCCC3)nn12	1	-8
Cc1ccc(OCC(O)CN2C(=O)NC(C)(C)C2=O)c(C)c1 (centres undefined)	0	-21
CCN(CC)CCn1c(=S)[nH]c2ccc(Cl)cc2c1=O	9	-15
COc1ccccc1N1CCN(C(=O)c2ccc3[nH]c4c(c3c2)CC(C)CC4)CC1 (centres undefined)	17	-9
O=C(COc1ncnc2ccccc12)c1ccc2c(c1)OCCO2	25	-12
Cc1cc(NC(=O)CN2C(=O)NC(CC(C)C)C2=O)no1 (centres undefined)	4	-2
CCCC(CCC)c1nnc(NC(=O)c2ccco2)s1	1	-26
CC(OC(=O)CNC(=O)c1ccc(Cl)cc1)C(=O)NC1CCCCC1C (centres undefined)	25	-16

Going on with the list.
SMILES	OX1R antag-1	OX1R antag-2
COC(=O)c1ccc(COC(=O)c2ccccn2)cc1	17	0
O=C(COc1ccc(Br)cc1)N(CCO)CCO	17	-6
COC(=O)Nc1ccc(S(=O)(=O)n2cnc3ccccc32)cc1	10	2
c1csc(-c2nnc(N3CCCCCC3)c3ccccc23)c1	28	-23
C/C(N)=C(/C#N)C(=O)COc1ccc(Cl)cc1Cl	5	0
Nc1nc(Cl)nc(N(c2ccccc2)c2ccccc2)n1	21	-14
O=C(Nc1ccc(F)cc1F)c1c(C(F)(F)F)ccnc1Oc1cccc(C(F)(F)F)c1	21	-31
CCCNC(=O)CCc1cc(C(C)(C)C)c(O)c(C(C)(C)C)c1	6	-13
O=C(CN1/C(=C(/O)c2ccccc2)C(=O)c2ccccc2S1(=O)=O)c1ccccc1	17	-42
CC(C)(C)CC(=O)Nc1nnc(SCC(=O)NCc2cccs2)s1	42	-23
O=C(CN(Cc1ccc(F)cc1)C(=O)CCC(=O)Nc1ccccn1)NCc1ccc(F)cc1	19	-33
COc1cc(C(C(=O)NC(C)(C)C)N(Cc2ccc3c(c2)OCO3)C(=O)c2cnccn2)cc(OC)c1OC (centres undefined)	12	-12
O=C(CSc1ccc(-c2ccccn2)nn1)Nc1ccc(F)cc1F	4	-17
O=C(O)/C=C/C(=O)N1Cc2cc3ccccc3nc2C1	2	0
CCOC(=O)N1CCN(C(=O)C2CC(=O)N(c3ccccc3)C2)CC1 (centres undefined)	9	-6
C=CCN1C(=O)C2C3C=CC(C2C1=O)C1C2C(=O)N(CC=C)C(=O)C2C31 (centres undefined)	27	10
O=C(Nc1ccccc1)C1C2CCCCC21 (centres undefined)	16	-4
COc1ccc(C2CC(c3ccc(Cl)cc3)=NN2C(=O)c2cccc([N+](=O)[O-])c2)cc1 (centres undefined)	13	-18
CCOc1ccc(C(=O)NCC(=O)N2CCCCCCC2)cc1	4	-29
COc1ccc(NC(=O)C2CCCN(c3cnccn3)C2)cc1 (centres undefined)	23	-17
Cc1cc(=O)n2c(C)n[nH]c2n1	21	-19
CCN(CC)S(=O)(=O)c1ccc(N2CCN(c3ccccc3O)CC2)nc1	10	-20
CC1=C(C(=O)Nc2ccccc2)C(c2ccc(O)cc2)N2C(=O)CSC2=N1 (centres undefined)	14	-2
O=C1NC(Cc2ccc(O)cc2)c2nc3cc(F)ccc3c(=O)n2-c2cc(Cl)ccc21 (centres undefined)	1	-9
COC(=O)Cc1c(C)c2ccc(OC(C)C)cc2oc1=O	8	-13

Arranged by SMILES length (lowest first): part of the list above.
SMILES	OX1R antag-1	OX1R antag-2
c1csc(-c2nnc(N3CCCCCC3)c3ccccc23)c1	28	-23
COc1ccc(NC(=O)C2CCCN(c3cnccn3)C2)cc1 (centres undefined)	23	-17
CC(C)(C)CC(=O)Nc1nnc(SCC(=O)NCc2cccs2)s1	42	-23

Following part:
SMILES	OX1R antag-1	OX1R antag-2
CCCCC(=O)N/N=C(\C)c1cccc(NC(=O)C2CC2)c1	12	-2
COc1cccc(OC)c1-c1nnc(-c2cn(C)c3ccccc23)o1	4	-19
Cc1ccccc1NC(=O)/C(C#N)=C/c1ccsc1	13	-12
COc1ccc(CCn2c(N)cc(=O)[nH]c2=S)cc1OC	11	-10
C/C(=N\NC(=O)C(c1ccncc1)N1CCOCC1)c1ccc(Br)cc1 (centres undefined)	20	-12
COCCNC(=O)C(=O)NCCN1CCOCC1	11	-13
CC(C)c1ccc(OCC(=O)NNC(=S)NC(=O)c2ccco2)c(Br)c1	-4	10
N#Cc1ccc(NC(=O)Cn2cnc(S(=O)(=O)N3CCOCC3)c2)cc1	22	8
Cc1cc(=O)n2[nH]c(N3C(=O)CCC3=O)nc2n1	17	-17
COc1ccc(Br)c(-c2nc(CS(=O)(=O)c3ccc(F)cc3)no2)c1	7	-31
CCN(CC)S(=O)(=O)c1ccc(N2CCOCC2)c(NC(=O)C(C)(C)C)c1	1	-15
CCn1cc(CN2CCCC(C(=O)Nc3ccc(-c4cscn4)cc3)C2)cn1 (centres undefined)	4	-22
COc1cc2ncnc(Nc3ccc4c(c3)OCO4)c2cc1OC	12	-17
O=C(COc1ccc(Br)cc1)Nc1ccc(S(=O)(=O)Nc2ccccn2)cc1	4	0
COCCNC(=O)c1cccc(OC2CCN(C(C)COc3ccccc3)CC2)c1 (centres undefined)	8	-18
O=C(COC(=O)CNC(=O)c1ccccc1F)Nc1ccc2c(c1)OCCO2	59	1
Cc1nn(Cc2ccc([N+](=O)[O-])cc2)c(=O)n1-c1cccc(F)c1	21	-18
COc1ccccc1N1CCN(CC(=O)Nc2ccc(-n3cnnn3)cc2)CC1	22	-2
CC1O[C@@H](O[C@H](C)CC/C=C/C(=O)O)C(O)C[C@H]1O (some centres undefined)	9	-12
Cc1cc(C)c(S(=O)(=O)N2CCCOC2CNC(=O)C(=O)NCc2ccccn2)c(C)c1 (centres undefined)	14	-20
CN1C(=O)OC(C)(C)C1=O	13	-1
COc1ccc(-c2csc(NC(=O)C3CC(=O)N(Cc4ccccc4)C3)n2)cc1OC (centres undefined)	-4	-25
O=C(Nc1nc2c(s1)CCc1ccccc1-2)c1cccs1	34	-48
CCCCN(C(=O)c1cccc(S(=O)(=O)N2CCOCC2)c1)c1c(N)n(CCC)c(=O)[nH]c1=O	2	-14
O=C(Oc1ccccc1)c1ccc2c(c1)C(=O)N(Cc1ccncc1)C2=O	12	-20

Structures shown so far containing a Cl atom:
SMILES	OX1R antag-1	OX1R antag-2
COc1ccc(N2CCN(C(=O)Nc3ccccc3Cl)CC2)cc1	29	-23
O=C(Cn1ccc2ccccc2c1=O)NCCC(=O)Nc1cccc(Cl)c1	7	-12
CCN(CC)CCn1c(=S)[nH]c2ccc(Cl)cc2c1=O	9	-15
CC(OC(=O)CNC(=O)c1ccc(Cl)cc1)C(=O)NC1CCCCC1C (centres undefined)	25	-16
C/C(N)=C(/C#N)C(=O)COc1ccc(Cl)cc1Cl	5	0
Nc1nc(Cl)nc(N(c2ccccc2)c2ccccc2)n1	21	-14
COc1ccc(C2CC(c3ccc(Cl)cc3)=NN2C(=O)c2cccc([N+](=O)[O-])c2)cc1 (centres undefined)	13	-18
O=C1NC(Cc2ccc(O)cc2)c2nc3cc(F)ccc3c(=O)n2-c2cc(Cl)ccc21 (centres undefined)	1	-9

The list goes on:
SMILES	OX1R antag-1	OX1R antag-2
NC(N)=NCCC[C@H](NC(=O)OCc1ccccc1)C(=O)O	4	7
CCc1c(C)nc(SC/C=C/c2ccccc2)[nH]c1=O	28	-10
Cc1cccc(OCc2nnc(SCC(=O)O)n2Cc2ccccc2)c1	10	-1
Cc1c(C)c2ccc(OS(C)(=O)=O)c(C)c2oc1=O	2	-13
N=C1C(c2ccccc2)=C(O)CN1c1cccc(S(=O)(=O)Nc2cccc(C(F)(F)F)c2)c1	5	-15
COc1cccc(NS(=O)(=O)c2ccc(NC(C)=O)cc2)c1	2	14
COc1ccc(NC(=O)CCNC(=O)c2ccco2)c(OC)c1	2	-12
CCOC(=O)CSc1nnc(CNC(=O)c2cccs2)n1-c1cc(OC)ccc1OC	12	-15
O=C(CSc1ccc(Cl)cc1)N1CCN(c2ccc(Cl)cc2[N+](=O)[O-])CC1	31	-13
c1ccc(N(c2ccccc2)c2nc(-n3ccnc3)nc(-n3ccnc3)n2)cc1	42	82*
C=CCSC(CC)(CC)C(N)=O	21	-7
CCC(C)(C)NC(=O)C(c1cccc(OC)c1OC)N(CCOC)C(=O)CCC(=O)Nc1cc(C)on1 (centres undefined)	9	-12
c1ccc2sc(C3CCN(Cc4nnnn4Cc4ccc5c(c4)OCO5)CC3)nc2c1	22	-13
CC1(C)N=C(C(=O)c2ccccc2)N(O)C1(C)O (centres undefined)	9	3
C/C(=N\NC(=O)c1c(C)nc2ccccn12)c1ccc(O)cc1O	18	-6
COC(=O)Cc1[nH]nc2c1C(C1C=CCCC1)C(C#N)=C(N)O2 (centres undefined)	8	-17
C=CCn1c(SCC(=O)Nc2ccc3c(c2)OCO3)nnc1-c1ccccc1O	37	-5
Cc1ccc(NC(=O)CN(C)S(=O)(=O)c2cnc[nH]2)cc1C	8	2
COc1ccc(N(C(=O)c2ccccc2C)S(=O)(=O)c2cccs2)cc1	24	-3
Cc1cc(C)cc(NC(=O)CSc2nc3[nH]ncc3c(=O)[nH]2)c1	2	-11
CC(=O)c1c(C)[nH]c(C(=O)OCc2ccccc2)c1C	31	-21
CCC[C@@H]1CCCO[C@@](C(=O)NCCN2CCOCC2)(C(F)(F)F)C1	40	-3
COCCn1c(SCC(=O)NC2CC2)nnc1-c1ccc(Cl)cc1	-6	-7
CCC(=O)N(CCC1(c2ccccc2OC)CCOC(C(C)C)C1)Cc1ccco1 (centres undefined)	0	-42
S=C(NNC(=S)Nc1ccccc1)Nc1ccccc1	2	-21

(more compounds)
SMILES	OX1R antag-1	OX1R antag-2
O=C(Nc1c(C(=O)O)[nH]c2ccccc12)NC1CCCCC1	11	-28
CN(c1ccccc1)S(=O)(=O)c1ccc(C(=O)N2CCN(c3ccccc3F)CC2)cc1	12	-7
Clc1ccccc1Cc1noc(CN2CCSCC2)n1	16	-19
CCc1ccc(C(=O)C(C)OC(=O)Cc2n[nH]c(=O)c3ccccc23)cc1 (centres undefined)	14	7
CSc1nnc2c(n1)OC(c1ccsc1)N(C(C)=O)c1ccccc1-2 (centres undefined)	46	-26
Cc1ccc(C)c(NC(=O)CCN2CC(C)OC(C)C2)c1 (centres undefined)	24	-23
S=C(NCc1ccccc1)NN1CCOCC1	8	-1
C/C(=N\NC(=O)c1nnn(-c2nonc2N)c1C(C)C)c1cc(C)sc1C	6	-11
CCCC(=O)Nc1ccccc1Sc1ncnc2scc(-c3ccccc3)c12	10	-42
O=C(c1cc2ccccc2[nH]1)N1CCOCC1	14	1
CC1(C)CC(=O)C(N=Nc2ccc(-c3ccccc3)cc2)=C(O)C1	-1	-17
O=C(NCCc1ccc(Cl)cc1)C1CCN(c2cnccn2)CC1	7	-4
Cc1ccc2c(c1)N(C(=O)CCC(=O)NCCCN1CCC(Cc3ccccc3)CC1)CCO2	7	-25
NNC(=O)c1nc(-c2cccc(-n3cccc3)c2)no1	6	-18
CCc1n[nH]c(=S)n1/N=C/c1ccc(N(CC)CC)cc1	4	-15
COc1ccc(-c2cc(=O)oc3c(C)c(OC(C)C(=O)Nc4ccc(CN5CCOCC5)cc4)ccc23)cc1 (centres undefined)	12	-2
CN(C)c1ccc(P(=O)(OCc2ccccc2)C(O)c2ccccc2F)cc1 (centres undefined)	19	-5
Cc1nnc(N2C(=O)c3cccc4cccc(c34)C2=O)s1	59*	-5
COc1cc(C(C#N)N2CCC(c3ccccc3)=N2)ccc1O (centres undefined)	7	1
CC1=C(C)CC(C(=O)c2ccccc2)C(C(=O)O)C1 (centres undefined)	16	-13
CCOC(=O)C(NCc1ccccc1OC)(NC(=O)CC)C(F)(F)F (centres undefined)	10	-27
CCOC(=O)c1cnc2c(c(C)nn2C)c1Oc1ccc(Cl)cc1	-1	-29
CC1(c2ccc(OC(F)F)cc2)NC(=O)N(CC(=O)NC2CCCC2)C1=O (centres undefined)	9	-6
O=C(O)CC1C(=O)OCN1C(=O)OCc1ccccc1 (centres undefined)	10	16

A stretch of the results above:
SMILES	OX1R antag-1	OX1R antag-2
Cc1ccc(C)c(NC(=O)CCN2CC(C)OC(C)C2)c1 (centres undefined)	24	-23
S=C(NCc1ccccc1)NN1CCOCC1	8	-1

Screening results from PubChem.
